Screening results: PubChem BioAssay, several laboratories
PostGolgi ctrl – inhibits growth of the yeast control strain. efflux-deficient yeast background strain, growth absorbance A615, 16 h. inhibition, % at 10 µM. 5% of 98,000 active. AID 738
HIV Rev-RRE inh – disrupts HIV-1 Rev binding to RRE RNA. Rev peptide-RRE RNA binding, FRET. inhibition, % at 8 µM. 0.79% of 97,000 active;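 active = inhibition above the screen-wide mean plus 3 SD, cut at about 35% in these data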;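 also: 0% = median DMSO wells and 100% = median Neomycin B control wells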
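Probe or stimulus: fluorescein-Rev peptide as binding partner; assay system: Cy5-tagged RRE RNA duplex with fluorescein-tagged Rev peptide; timing: 5 min compound–RNA preincubation, then 15 min with peptide, 25 °C; medium: HEPES pH 7.5 buffer with KCl, MgCl2, NaCl and EDTA; signal: fluorescein-to-Cy5 FRET, 480 nm excitation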
PTPN22 act – LYP (human) phosphatase activation; Q9Y2R2; AID 697; 0.11% of 96,000 active; activation, % at 2 µM; recombinant LYP, DiFMUP fluorescence; 0 = plate median, 100 = signal doubled;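 active = activation at 2 µM above a set limit, the mean plus 5 SD, cut at about 37% in these data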
S1P2 blocker – S1P2 (human) receptor antagonism. O95136. cell-based S1P2 antagonist assay, inhibition at 5 uM. inhibition, % at 5 µM. 0.21% of 97,000 active. AID 736; in the data active = inhibition above about 45%;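 also: CRE beta-lactamase reporter cells expressing human S1P2 stimulated with S1P; 0% = agonist at EC80 alone and 100% = agonist plus reference antagonist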
LYP inh 2 – LYP (human) phosphatase inhibition; inhibition, % at 2 µM; recombinant LYP catalytic domain, DiFMUP fluorescence; Q9Y2R2; 0.21% of 96,000 active;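 active = inhibition at 2 µM at or above a set limit, the screen mean plus 3 SD, cut at about 24% in these data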;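 also: 0% = DMSO with enzyme and 100% = enzyme fully blocked by orthovanadate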
EphB4 antag – EphB4-ephrin-B2 interaction antagonism | inhibition, % at 7 µM | EphB4 LBD / TNYL-RAW-Alexa532 peptide, fluorescence polarization | P54760 | 0.15% of 97,000 active;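 active = inhibition above the screen-wide mean inhibition plus 3 SD, cut at about 15% in these data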;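 also: 0% = DMSO wells and 100% = excess unlabeled TNYL-RAW peptide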
Target sequence (P54760 whole entry, looked up, the tested form may be a part): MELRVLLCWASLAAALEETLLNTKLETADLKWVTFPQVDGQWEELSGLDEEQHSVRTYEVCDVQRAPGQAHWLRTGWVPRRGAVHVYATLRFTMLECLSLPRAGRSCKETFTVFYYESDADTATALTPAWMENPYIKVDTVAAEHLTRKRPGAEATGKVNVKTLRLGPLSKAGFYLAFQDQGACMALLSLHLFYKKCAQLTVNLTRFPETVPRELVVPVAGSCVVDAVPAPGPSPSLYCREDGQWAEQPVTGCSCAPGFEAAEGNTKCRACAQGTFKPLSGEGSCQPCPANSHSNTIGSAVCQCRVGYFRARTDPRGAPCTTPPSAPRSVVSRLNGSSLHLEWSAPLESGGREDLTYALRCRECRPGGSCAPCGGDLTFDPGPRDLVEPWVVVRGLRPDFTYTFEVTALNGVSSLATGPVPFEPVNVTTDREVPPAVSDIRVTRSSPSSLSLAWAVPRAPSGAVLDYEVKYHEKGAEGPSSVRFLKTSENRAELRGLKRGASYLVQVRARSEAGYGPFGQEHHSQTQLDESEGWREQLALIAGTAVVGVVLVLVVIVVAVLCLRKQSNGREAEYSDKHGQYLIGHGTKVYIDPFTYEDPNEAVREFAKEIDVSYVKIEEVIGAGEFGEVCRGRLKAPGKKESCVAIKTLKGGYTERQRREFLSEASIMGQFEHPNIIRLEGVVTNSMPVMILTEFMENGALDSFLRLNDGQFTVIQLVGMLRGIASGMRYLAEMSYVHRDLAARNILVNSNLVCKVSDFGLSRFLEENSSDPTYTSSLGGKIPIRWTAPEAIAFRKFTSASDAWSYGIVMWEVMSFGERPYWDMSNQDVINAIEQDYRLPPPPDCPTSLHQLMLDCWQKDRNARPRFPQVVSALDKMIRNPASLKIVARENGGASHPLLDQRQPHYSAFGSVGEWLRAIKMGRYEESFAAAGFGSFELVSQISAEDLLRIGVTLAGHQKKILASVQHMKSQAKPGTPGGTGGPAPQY
FAK blocker – blocks human focal adhesion kinase activity. Q05397. biochemical FAK kinase activity assay. inhibition, %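 (tested at 7 µM)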. 0.84% of 97,000 active; in the data active = inhibition above about 19%;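 also: 0% = DMSO and 100% = reference compound high control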
PostGolgi yeast – growth inhibition of a yeast mutant, post-Golgi transport screen. post-Golgi transport phenotypic cell assay. inhibition, % at 10 µM. 0.9% of 98,000 active. AID 739;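 also: yeast cells grown in 1536-well plates; yeast grown about 18 h at 30C before absorbance read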
S1P2 agonist – agonists of human S1P2 receptor; activation, % at 4.5 µM; S1P2-expressing cell line, agonist reporter read-out; O95136; AID 729; 0.46% of 97,000 active; in the data active = activation above about 16%;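 also: 0% = vehicle low control and 100% = maximal reference agonist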
* = called active by the depositor; · = not tested or not shown. Rule as the data show it, unless noted: active = inhibition above about 30%; inactive = the rest.

no. | SMILES | PostGolgi ctrl | HIV Rev-RRE inh | PTPN22 act | S1P2 blocker | LYP inh 2 | EphB4 antag | FAK blocker | PostGolgi yeast | S1P2 agonist
1 | C=CCNC(=O)CN1CCC(O)(c2ccccc2)CC1 | 0 | 4 | 6 | -4 | -7 | -2 | -3 | 22 | -2
2 | Cc1ccc2c(CNCc3ccco3)cc(=O)oc2c1 | · | 4 | 5 | 2 | -1 | 0 | 0 | · | -4
3 | CC(=O)Nc1ccc(NC(=O)CSc2ccc(C)cc2)cc1 | 1 | 2 | 5 | -11 | -8 | 0 | -1 | 2 | -2
4 | Cc1cc(-c2ccccc2)nc(N(C)NC(=O)c2c(F)cccc2F)c1S(C)(=O)=O | 30* | 14 | -4 | 10 | 4 | -5 | -2 | 4 | -1
5 | Cc1nc([N+](=O)[O-])c(N2CCN(C)CC2)n1Cc1ccccc1 | 9 | 10 | -1 | 12 | 3 | 8 | 0 | 10 | -7
6 | CCNc1nc(NCC)nc(Oc2ccc(N)cc2)n1 | 1 | 1 | 2 | -20 | 0 | 3 | 1 | 6 | -1
7 | CCOC(=O)c1c(NC(=S)Nc2ccc(Cl)cc2)sc(C)c1C | 0 | 8 | -1 | 0 | -1 | 6 | -4 | -10 | -2
8 | c1ccc(C2=Nn3c(nnc3-c3ccncc3)SC2)cc1 | 6 | 1 | 1 | 15 | -2 | 0 | 2 | -5 | -10
9 | CCN1C(=O)N/C(=C/c2ccc(Sc3ccc(C)cc3)o2)C1=O | -3 | 6 | 6 | 5 | -4 | 6 | -2 | -5 | -2
10 | COCC(=O)n1nc(-c2ccccc2)nc1NCc1ccc(F)cc1 | 7 | 1 | -1 | 20 | -2 | -1 | 4 | 0 | -8
11 | O=C(Nc1ccccc1SCC1CSc2nc3ccccc3c(=O)n21)c1ccccc1Cl (stereo not drawn) | 2 | 5 | -3 | 8 | 1 | 8 | 16 | -1 | -4
12 | O=C(Nc1ccc(S(=O)(=O)N2CCCC2)cc1)c1cccnc1 | 0 | 6 | 6 | -4 | -4 | -4 | -1 | -7 | -7
13 | Cc1cc(C)n(C(=O)CNC(=O)c2ccco2)n1 | 3 | 2 | -10 | 1 | 11 | -5 | -7 | 0 | -1
14 | O=C(c1cn(-c2ccccc2)nc1-c1ccccc1)n1nnc2ccccc21 | -2 | 3 | -6 | 0 | 6 | -4 | 0 | 10 | -8
15 | Cc1ccc2cc(CNC(C)C)c(=O)[nH]c2c1 | -3 | 12 | 1 | 14 | -1 | 4 | 3 | -2 | -6
16 | O=C(NN1CCOCC1)c1cc(-c2ccccc2)nc2ccccc12 | 9 | 3 | 2 | -1 | 1 | 1 | -2 | 7 | -2
17 | Cc1onc(-c2ccccc2Cl)c1C(=O)Nc1ccc(-c2cn3cccnc3n2)cc1 | -2 | 5 | -12 | 20 | 12 | -1 | -4 | -2 | -2
18 | COc1cc(C(=S)N(C)C)ccc1O | -3 | 5 | -2 | 14 | 0 | 3 | 0 | 2 | -6
19 | CCOc1cc(-c2nn3cnnc3s2)cc(OCC)c1OCC | 4 | -4 | -1 | -21 | -1 | 2 | -5 | -1 | -1
20 | O=C(Nc1ccccc1C(=O)N1CCOCC1)C1CC(=O)N(C2CCCC2)C1 (stereo not drawn) | 9 | 7 | 0 | -23 | 3 | 5 | 0 | -8 | -6
21 | Cc1ccc(S(=O)(=O)N2CCC(C(=O)Nc3ccc4c(c3)OCO4)CC2)cc1 | 10 | 4 | 0 | 10 | 2 | -2 | 0 | -1 | -2
22 | COc1ccc(C(=O)Nc2cccc(C)c2)cc1 | 4 | 4 | 5 | -6 | -6 | -5 | 5 | 6 | 0
23 | COc1ccc(C(=O)/C=C(\C)Nc2ccc3c(c2)OCO3)cc1 | 5 | -2 | -4 | 23 | 6 | 2 | -3 | 8 | -9
24 | COc1ccc(Cc2nc3ccc(S(N)(=O)=O)cc3[nH]2)cc1OC | 3 | 6 | -2 | 3 | 0 | -7 | -3 | 10 | -4
25 | O=C(CSCc1ccc(F)cc1)N1CCN(c2ccc(F)cc2)CC1 | 18 | 12 | -3 | 10 | 5 | 2 | 0 | 1 | -5
26 | Nc1nc(-c2ccco2)c(-c2ccco2)s1 | 7 | 13 | 0 | -10 | 0 | 6 | 8 | -10 | -1
27 | Cn1c(=O)oc2cc(S(=O)(=O)NCc3ccccn3)ccc21 | 2 | 7 | -2 | 4 | 2 | 2 | 3 | -1 | -5
28 | COC(=O)c1ccc(/C=N/N2CCN(Cc3ccccc3)CC2)cc1 | 16 | 2 | 0 | 0 | 5 | 1 | -2 | -18 | -3
29 | Cc1ccc(C2C(C#N)=C(N)Oc3n[nH]c(-c4cccs4)c32)s1 (stereo not drawn) | 7 | 1 | 4 | -4 | -6 | -9 | 1 | -1 | 0
30 | Cc1cccc(Oc2coc3cc(OC(=O)c4cccs4)ccc3c2=O)c1 | 9 | 13 | -13 | 23 | 17 | 2 | -1 | -6 | -5
31 | Cn1c(CNc2ccc(Cl)cc2)nc2ccccc21 | 20 | 4 | 0 | -2 | -2 | -4 | 0 | -14 | -6
32 | COc1ccc(N2CC(C(=O)OCC(=O)NCc3ccccc3)CC2=O)cc1 (stereo not drawn) | 5 | 4 | 1 | 12 | 4 | -3 | 0 | 0 | -5
33 | CCCCN1Cc2cc(C(=O)c3cc(F)ccc3O)cnc2NC1=O | 13 | 13 | -9 | 1 | 8 | 2 | 3 | 7 | -3
34 | COc1ccc(C2C(C(C)=O)=C(O)C(=O)N2CCCn2ccnc2)cc1 (stereo not drawn) | 4 | 10 | -2 | 14 | 4 | 0 | -14 | -5 | 0
35 | O=C(c1cccs1)N1CCC(c2nc3c(nnn3Cc3ccccc3)c(=O)[nH]2)CC1 | -1 | -1 | 8 | -5 | -10 | -1 | 1 | 3 | -3
36 | CC1C=Cc2ccccc2N1C(=O)c1ccccc1 (stereo not drawn) | 8 | 8 | -3 | 24 | 0 | 4 | 0 | -6 | -6
37 | S=c1[nH]nc(-c2ccc(Cl)cc2)n1CC1CCCO1 (stereo not drawn) | 6 | -1 | -5 | 8 | 6 | -1 | -4 | -3 | -7
38 | CCCCSCCCNC(=O)Nc1cccc(OC)c1 | 5 | -1 | 6 | -8 | -2 | -3 | -1 | 36* | -4
39 | Cc1cc(NC(=O)CSc2nnnn2C)n(-c2ccccc2)n1 | 21 | 5 | -5 | 4 | 7 | 5 | -3 | 18 | -7
40 | Nc1nnc(N2CCCCC2)s1 | 4 | 9 | -1 | 12 | -1 | 13 | 7 | 2 | -5
41 | CCOC(=O)C(NC(=O)Nc1ccc(F)cc1)(OCC)C(F)(F)F (stereo not drawn) | 4 | 3 | -2 | 11 | 5 | 7 | 0 | -3 | -2
42 | CC1(C)NC(=O)N(CC(O)COc2ccccc2-c2ccccc2)C1=O (stereo not drawn) | 5 | 7 | -12 | 10 | 10 | -7 | -1 | -2 | -4
43 | Cc1cccc(-c2noc(Cc3ccccc3)n2)c1 | 4 | 19 | 5 | -9 | -7 | 4 | -3 | -1 | -3
44 | O=C1CN(CC(=O)N2CCCCC2)c2ccccc2O1 | 16 | 0 | 12 | -19 | -13 | 1 | 3 | 0 | -3
45 | CCOc1ccc(OCCSc2nc3ccccc3o2)cc1 | 3 | 24 | 4 | 13 | -3 | 7 | 2 | 0 | -7
46 | O=C(Cc1cccc2ccccc12)Nc1ccc(-c2cc3ccccc3oc2=O)cc1 | -18 | 12 | 2 | 9 | 2 | 4 | 1 | 0 | -4
47 | CCCC(=O)NC(c1ccco1)c1c(O)ccc2ccccc12 (stereo not drawn) | 6 | 1 | -5 | -3 | 10 | -4 | 1 | -1 | -12
48 | CC(C(=O)NCC1CCCO1)N(C(=O)c1snc(C(N)=O)c1N)c1ccccc1 (stereo not drawn) | 30* | 5 | 4 | 8 | -9 | -3 | 11 | 2 | -5
49 | COc1ccc2c(c1)OC(O)(C(F)(F)F)CC2=O (stereo not drawn) | 7 | 2 | -4 | 14 | 5 | 8 | 2 | -4 | -2
50 | CCOC(=O)N1CCN(C(=O)c2ccc(NC(C)=O)cc2)CC1 | 0 | 6 | 11 | 11 | -9 | 9 | 2 | -17 | -11

More entries follow:
no. | SMILES | PostGolgi ctrl | HIV Rev-RRE inh | PTPN22 act | S1P2 blocker | LYP inh 2 | EphB4 antag | FAK blocker | PostGolgi yeast | S1P2 agonist
51 | COc1cccc(NC(=O)CCP(C)(=O)O)c1 | 0 | 4 | 0 | -12 | -1 | -12 | -4 | 6 | -2
52 | COc1ccc(CC(=O)n2nc(-c3ccccc3)nc2NCc2ccco2)cc1 | -8 | 12 | 4 | -9 | -5 | 1 | 2 | -7 | -3
53 | CC1C(=O)Nc2ccccc2N1C(=O)C1CC1 (stereo not drawn) | 4 | -1 | 0 | -12 | 0 | 2 | 2 | -6 | -6
54 | CCCCN(C)CCCNC(=O)c1cccc(N2CCCC2=O)c1 | 20 | 2 | 4 | -16 | -3 | -4 | 0 | 6 | 1
55 | Clc1ccc(Cl)c(-c2nn3c(COc4ccccc4)nnc3s2)c1 | -2 | 7 | -6 | -23 | 7 | -5 | 2 | -2 | -4
56 | CCOc1ccc(NC(=O)c2ccncc2)cc1 | 6 | 5 | 4 | 6 | -2 | -6 | 0 | 11 | -3
57 | Cc1nn(Cc2ccccc2Cl)c(C)c1C(=O)NCc1ccco1 | 0 | 2 | -1 | 0 | 1 | -1 | 2 | 6 | -5
58 | C1=C(c2ccccc2)Nc2nnnn2C1c1cccs1 (stereo not drawn) | 5 | 12 | 6 | 4 | -4 | 2 | -9 | -2 | -9
59 | CC1(C)NC(C)(C)C(O)(C(N)=O)C1=O (stereo not drawn) | -6 | 10 | 3 | -4 | -2 | 10 | 5 | -3 | -1
60 | CCOC(=O)C1=C(O)/C(=C/N(C)C)N=C1C | 23 | 22 | 6 | -16 | -6 | -10 | 0 | 20 | -13
61 | COC(=O)c1ccc(-n2cnc(Cl)n2)c(F)c1 | 11 | 3 | 2 | 10 | 0 | -4 | 4 | -3 | -5
62 | CC1CCN(CCc2nc3cc(NC(=O)NC4CCCCC4)ccc3n2C)CC1 | 20 | -1 | -3 | 6 | 5 | 7 | 0 | -6 | -8
63 | CC(C)Oc1ccc(S(=O)(=O)N(C(C)C)C(C)C)cn1 | · | 1 | 19 | -9 | -26 | -6 | -3 | · | -3
64 | CCSc1nnc(NC(=O)c2ccc(Br)s2)s1 | 7 | 7 | -17 | -13 | 14 | 1 | -2 | -9 | -1
